HEK293 NOD2/NF-kB: NOD2 signaling inhibitors, cell-based, luminescence, uHTS, HEK293 (AID 1566) | HEK293 NOD2/NF-kB luciferase reporter, luminescence; higher % means a stronger effect | one-dose inhibition, % at 4 µM; EC50 in µM for titrated hits | 290,000 tested, 0.63% active; note: many of its hits are not listed in these tables
GPR55 beta-arrestin: GPR55 agonists via beta-arrestin recruitment, primary screen, imaging, U2OS cells, beta-arrestin-GFP redistribution (AID 1961) | G-protein coupled receptor 55 (Homo sapiens) | U2OS GPR55 beta-arrestin-GFP redistribution imaging; higher % means a stronger effect | activation, % at 10 µM, or EC50 in µM where a hit was titrated | 290,000 tested, 0.048% active;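 active = activation above 40% with more than 50 cells counted in the well; inconclusive = wells holding fewer than 50 cells, flagged as toxic or sparse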;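 note: U2OS osteosarcoma cells stably expressing GPR55 and beta-arrestin-GFP; plate controls were DMSO negative control for no effect and LPI positive control for full effect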
AID2073: inhibitors of Mint1-CaV2.2 protein interaction, biochemical, HTRF (AID 2073). HTRF protein-protein interaction, Mint1-CaV2.2; higher % means a stronger effect. inhibition, % at 20 µM, or IC50 in µM where a hit was titrated. 290,000 tested, 0.19% active; in the data active = inhibition mostly above about 51%, no sharp cut-off; inconclusive = no clear call, values can overlap the other calls; inactive = mostly below about 53%; note: some results filed as inactive read as strong as hits
M1AAP inhibition: P. falciparum M1AAP inhibitors, biochemical, fluorogenic H-Leu-NHMec substrate, 1536-well (AID 1445); 220,000 tested, 0.42% active; one-dose inhibition, % at 30 µM; IC50 in µM for titrated hits; recombinant M1AAP, H-Leu-NHMec fluorogenic kinetic assay; higher % means a stronger effect; Aminopeptidase N (Plasmodium falciparum (isolate 3D7));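 active = primary inhibition above the hit cutoff, then over 50% inhibition at one or more dose response concentrations, cut at about 23% in these data, passing the limit was not always enough; inconclusive = conflicting primary data, or primary hits not chosen for dose response; inactive = low primary inhibition, or under 50% at every dose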;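 note: plate controls were DMSO full reaction for no effect and no enzyme background for full effect; strong numbers were not always called active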
KOR beta-arrestin-1: KOR antagonists, beta-arrestin recruitment, cell-based, luminescence, uHTS (AID 1778); Kappa-type opioid receptor (Homo sapiens); KOR beta-arrestin recruitment, luminescence, antagonist mode; higher % means a stronger effect; inhibition, % at 10 µM; hits with a dose series show IC50 in µM; 290,000 tested, 0.091% active; note: strong numbers were not always called active
M17LAP inhibition: P. falciparum M17LAP inhibitors, primary screen, biochemical, fluorogenic H-Leu-NHMec substrate, 1536-well (AID 1619). recombinant M17LAP, H-Leu-NHMec fluorogenic kinetic assay; higher % means a stronger effect. Leucine aminopeptidase (Plasmodium falciparum (isolate 3D7)). 220,000 tested, 0.38% active. one-dose inhibition, % at 30 µM; IC50 in µM for titrated hits;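 active = compound inhibiting the enzyme by more than half at any dose during confirmatory dose-response retesting; inconclusive = strong single-dose inhibitors picked by rank but not retested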;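 note: plate controls were full reaction with DMSO carrier for no effect and no enzyme background for full effect; strong numbers were not always called active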
KOR beta-arrestin-2: KOR agonists, beta-arrestin recruitment, primary screen, cell-based, luminescence, uHTS (AID 1777). Kappa-type opioid receptor (Homo sapiens). KOR beta-arrestin recruitment, luminescence; higher % means a stronger effect. activation, % at 10 µM, or EC50 in µM where a hit was titrated. 280,000 tested, 0.02% active; in the data active = activation above about 50%, passing the limit was not always enough; note: a part of the inactive calls stands beside numbers as strong as those of hits
NOD1 inhibition: NOD1 signaling inhibitors, primary screen, cell-based, luminescence, uHTS (AID 1578); 290,000 tested, 1% active; NOD1-driven NF-kB luciferase reporter cells, luminescence; higher % means a stronger effect; one-dose inhibition, % at 4 µM; EC50 in µM for titrated hits; in the data active = inhibition mostly above about 36%, no sharp cut-off; inactive = mostly below about 34%;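 note: HEK-293T reporter cells stimulated with the NOD1 agonist gamma-tri-DAP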
Dynein cargo inh: inhibitors of GR-EGFP nuclear translocation, primary screen, dynein cargo transport inhibitor project, imaging, high-content, 3617.4 mouse cells; test concentration mostly 20 µM; stimulated with dexamethasone, 1 µM; active compounds read low; 220,000 tested, 0.47% active; z-score, hits read low;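 active = plate z-score of nuclear minus cytoplasmic receptor signal below a set negative limit, without overly bright fluorescence or cell loss, cut at about -3.5 in these data, passing the limit was not always enough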;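 note: z-score of nuclear minus cytoplasmic ring GR-EGFP intensity difference per well; some compounds called inactive have numbers as strong as hits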
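Buffer or medium: tet-free, stripped-serum medium; reagent: dexamethasone at 1.0 µM final, 30 min; incubation: 48 h induction, 1 h compound, 30 min dex at 37 °C; measured by: formaldehyde fixation, Hoechst nuclear stain, 10x automated fluorescence imaging; read-out: nuclear-to-cytoplasmic GR-EGFP distribution per well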
Dynein cargo inh cytoplasmic EGFP: recorded beside Dynein cargo inh, whose call it bears; z-score; measured here: cytoplasmic GR-EGFP intensity; active compounds read high
Dynein cargo inh nuclear GR-EGFP: recorded beside Dynein cargo inh, whose call it bears; z-score; measured here: nuclear GR-EGFP intensity;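 lower value marks the stronger effect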
Dynein cargo inh cell count: also measured in Dynein cargo inh; calls as there; z-score; measured here: cell count per field
An asterisk follows results filed as active; ? = inconclusive; · = no result given; [ ] = dose if it differs, or a comment. Cut-off read from the data, not from the text of the source, unless noted: active = inhibition above about 50%; inactive = the rest.

SMILES	HEK293 NOD2/NF-kB	GPR55 beta-arrestin	AID2073	M1AAP inhibition	KOR beta-arrestin-1	M17LAP inhibition	KOR beta-arrestin-2	NOD1 inhibition	Dynein cargo inh	Dynein cargo inh cytoplasmic EGFP	Dynein cargo inh nuclear GR-EGFP	Dynein cargo inh cell count
COc1ccc(C)cc1-n1nnnc1SCC(=O)NC(=O)NCc1ccco1	16%	-0.1%	22%	1%	-50%	21%	-5.9%	-19%	0.88	-0.24	0.63	-1.2
COc1ccc(OC)c(-c2cc(C(=O)Nc3c(C)nn(Cc4ccccc4C)c3C)no2)c1	23%	-0.1%	22%	5%	-32%	3%	-0.4%	52%	0.19	-0.018	0.48	0.4
O=C(COC(=O)CC(c1ccccc1)c1ccccc1)Nc1cccc(F)c1	4%	0.0%	20%	-2%	19%	-5%	3.1%	-17%	0.22	-0.14	-0.078	-0.42
O=C(CN1CCCCCC1)NCc1ccccc1	2%	-0.1%	8%	0%	-1%[20 µM]	-4%	-0.9%	-26%	-0.55	-0.29	0.087	0.44
O=C(NNc1ncccc1Cl)c1c(Cl)cccc1Cl	13%	-0.5%	2%	-1%	10%	8%	-6.2%	-27%	-0.55	-0.16	-0.4	0.1
CC(C)(C)c1cc(C(=O)N/N=C/c2ccccc2O)n(-c2ccccc2)n1	25%	-0.3%	8%	11%	-19%	2%	3.7%	-11%	-0.16	-0.21	-0.0012	0.053
COc1ccc(NC(C)=[N+](C)CCNS(=O)(=O)c2ccc(Cl)cc2)cc1	4%	-0.1%	5%	·	16%	·	-2.7%	-17%	·	·	·	·
COc1ccc2nc(NC(=O)C3CC(=O)N(c4ccccc4)C3)sc2c1 (stereo not drawn)	-15%	-0.1%	0%	·	-11%	·	0.5%	-10%	·	·	·	·
COc1ccc(C2OCC3(CO2)SC(=O)NC3=O)cc1 (stereo not drawn)	13%	0.1%	-10%	-3%	24%	6%	3.5%	-2%	-0.88	-0.26	-0.71	0.93
O=C(Cn1cc(C(=O)C(F)(F)F)c2ccccc21)Nc1ccccc1F	10%	-0.2%	2%	·	1%[20 µM]	·	-5.0%	-14%	·	·	·	·
COc1cc(C(=O)Nc2nc3ccc(S(=O)(=O)N4CCOCC4)cc3s2)cc(OC)c1OC	20%	-0.2%	?	10%	9%	-1%	-0.1%	·	-1.2	-0.26	-0.46	0.91
Cc1cccc(NC(=O)c2cc3c([nH]c4ccccc43)c(C)n2)c1C	33%	0.0%	32%	-1%	-11%	-11%	2.9%	-1%	0.7	-0.24	0.3	-0.59
CCOc1ccc(C(=O)NNC2CC(=O)N(Cc3ccc(Cl)cc3)C2=O)cc1OC (stereo not drawn)	4%	-0.2%	24%	12%	27%	2%	-5.3%	-26%	-0.62	-0.24	-0.4	1.5
CCN1CCSc2ccc(C(=O)NCc3cccc(F)c3)cc21	-1%	0.4%	22%	·	-6%[20 µM]	·	-3.0%	19%	·	·	·	·
CCOCCCn1c(SCC(=O)/C(C#N)=C(\C)N)nc2ccccc2c1=O	16%	0.1%	5%	?	-11%	16%	2.2%	-22%	0.15	0.4	0.4	-5.7
COc1ccc2ccc(OC)c(/C=N/n3cnnc3)c2c1	-62%	-0.2%	9%	·	-56%[20 µM]	·	2.6%	53%	·	·	·	·
Cc1c(CN2CCCC(C)C2)c(O)n(CCO)c(=O)c1C#N (stereo not drawn)	3%	-0.1%	6%	6%	-32%[20 µM]	19%	·	-29%	-0.36	-0.22	-0.33	0.29
COC(=O)C(C)n1cnc2c(nnn2-c2ccccc2)c1=O (stereo not drawn)	9%	0.0%	-2%	·	-37%[20 µM]	·	-5.3%	-10%	·	·	·	·
c1ccc(-n2ncc3c(NCCN4CCCCC4)ncnc32)cc1	-46%	-0.3%	11%	5%	-24%	-3%	0.0%	-54%	-0.94	-0.28	-0.56	0.89
COc1ccc2c(c1OC)C(=O)N(c1ccccn1)C2	-64%	0.6%	15%	1%	-26%	0%	6.1%	-48%	0.46	-0.14	0.66	-1.4
O=C(O)C(NS(=O)(=O)c1ccccc1)C(O)c1ccccc1 (stereo not drawn)	6%	0.8%	-3%	·	28%[20 µM]	·	-1.8%	-16%	·	·	·	·
COc1ccc(/C=N/Nc2nnc(Cc3ccccc3)c(=O)[nH]2)cc1	10%	-0.2%	16%	3%	-17%	5%	4.9%	-2%	-0.4	-0.27	-0.21	0.61
CSC1=N/C(=C\c2cccc(Cl)c2)C(=O)N1N(C)C	7%	-0.1%	6%	2%	25%	-6%	3.8%	9%	0.79	-0.25	0.33	0.03
NS(=O)(=O)c1ccc(NC(=O)COC(=O)c2ccc(Cl)nc2)cc1	14%	0.2%	10%	6%	10%	7%	2.5%	-13%	0.5	-0.27	0.56	0.66
COc1ccc(Cc2nc3ccc(C(=O)N4CCC(N(C)C)C4)cc3o2)cc1 (stereo not drawn)	-5%	0.2%	1%	·	-11%	·	2.6%	-43%	·	·	·	·
CN(C)NC(=S)NC1(C)CCS(=O)(=O)C1 (stereo not drawn)	-30%	-0.3%	-12%	4%	-13%	7%	5.7%	-10%	-0.46	-0.2	-0.27	0.73
O=C1N(CN2CCN(Cc3ccccc3)CC2)c2ccccc2C12OCCCO2	2%	1.1%	2%	0%	-38%	12%	1.1%	-44%	-0.32	-0.19	-0.76	0.73
Cc1ccc(NC(=O)Cn2cccc2)c(C)c1	-6%	-0.2%	-2%	-1%	2%	14%	·	-16%	-0.19	-0.21	-0.27	0.69
C=CCNC(=O)c1ccc(Cn2cc(C(F)(F)F)ccc2=O)cc1	-14%	-0.3%	-12%	2%	5%	-3%	-3.1%	8%	0.38	-0.27	0.57	-0.4
CN1CCCC(OC(=O)c2cccc(S(=O)(=O)N3CCCCCC3)c2)C1 (stereo not drawn)	7%	-0.1%	8%	1%	34%	-10%	0.3%	2%	-0.48	-0.13	-0.096	1.1
COc1ccccc1C(=O)C1CCCN(C(=O)CCc2ccccn2)C1 (stereo not drawn)	-4%	-0.2%	13%	6%	-6%	1%	1.0%	1%	-0.7	-0.17	-0.23	0.28
CCOC(=O)c1c(C)oc2ccc(OS(C)(=O)=O)cc12	-18%	-0.2%	6%	·	8%[20 µM]	·	-0.7%	11%	3.1	0.046	2.8	-1.9
COc1ccc(CNCC(O)COCc2cccs2)cc1 (stereo not drawn)	4%	-0.2%	-9%	-1%	18%	-1%	12%	-13%	0.38	-0.063	0.49	0.022
O=C(NCCN1CCN(c2ccccc2)CC1)C1CCN(S(=O)(=O)c2cccc3nonc23)CC1	4%	-0.1%	0%	0%	-40%	4%	5.1%	28%	-0.26	-0.17	-0.014	0.37
Cc1cc(C)c2c(n1)sc1c(O)cc(=O)[nH]c12	-4%	0.2%	32%	17%	-18%	40%	4.4%	2%	-0.28	-0.24	-0.18	0.77
COC(=O)C1=C(C)NC(=S)NC1c1ccc(-c2cc(Cl)ccc2Cl)o1 (stereo not drawn)	6%	0.3%	-37%	7%	-45%	4%	8.2%	1%	1.1	-0.018	1.3	-1.2
Cc1cc(C)n(C(=O)c2sc3cc(F)ccc3c2Cl)n1	1%	-0.3%	14%	3%	15%	-9%	3.9%	-14%	-0.98	0.046	0.19	0.42
CCn1ncc(CN2CCN(C(=O)Nc3ccccc3C(=O)OC)CC2)c1C	-7%	0.0%	-1%	-7%	-8%	5%	1.7%	-9%	0.11	-0.27	0.18	1.8
CCOc1ccc(NC(=O)C23CC4CC(C2)CC(c2ccccc2)(C4)C3)cc1	15%	0.2%	-6%	-2%	-12%	-2%	2.0%	22%	-0.33	-0.22	-0.48	0.066
Cc1c(C(=O)Oc2ccc(-c3cnc4ccccc4n3)cc2)cccc1[N+](=O)[O-]	-101%	-0.1%	20%	3%	-7%	-5%	-4.4%	-46%	-0.63	-0.35	-0.44	0.68
Cc1ccc(S(=O)(=O)N2CCC(C(=O)NCC3CCCO3)CC2)cc1 (stereo not drawn)	7%	0.3%	-5%	6%	3%	12%	1.8%	-6%	-0.052	-0.22	-0.13	0.5
O=C(CC1C(=O)NCCN1C(=S)Nc1ccccc1)Nc1ccc(F)cc1 (stereo not drawn)	10%	-0.2%	-40%	6%	-4%	9%	1.4%	31%	-0.88	-0.22	-0.44	0.1

Five structures out of the list, sorted by heavy-atom count, lowest first:
SMILES	HEK293 NOD2/NF-kB	GPR55 beta-arrestin	AID2073	M1AAP inhibition	KOR beta-arrestin-1	M17LAP inhibition	KOR beta-arrestin-2	NOD1 inhibition	Dynein cargo inh	Dynein cargo inh cytoplasmic EGFP	Dynein cargo inh nuclear GR-EGFP	Dynein cargo inh cell count
Cc1ccc(NC(=O)Cn2cccc2)c(C)c1	-6%	-0.2%	-2%	-1%	2%	14%	·	-16%	-0.19	-0.21	-0.27	0.69
O=C(CN1CCCCCC1)NCc1ccccc1	2%	-0.1%	8%	0%	-1%[20 µM]	-4%	-0.9%	-26%	-0.55	-0.29	0.087	0.44
Cc1cc(C)n(C(=O)c2sc3cc(F)ccc3c2Cl)n1	1%	-0.3%	14%	3%	15%	-9%	3.9%	-14%	-0.98	0.046	0.19	0.42
Cc1cccc(NC(=O)c2cc3c([nH]c4ccccc43)c(C)n2)c1C	33%	0.0%	32%	-1%	-11%	-11%	2.9%	-1%	0.7	-0.24	0.3	-0.59
O=C(CC1C(=O)NCCN1C(=S)Nc1ccccc1)Nc1ccc(F)cc1 (stereo not drawn)	10%	-0.2%	-40%	6%	-4%	9%	1.4%	31%	-0.88	-0.22	-0.44	0.1

These rows are one share of the data; count on the stated rates, not on these rows.
